Bioassay records from PubChem.
PI5P4Ka inh: qHTS for Inhibitors of phosphatidylinositol 5-phosphate 4-kinase (PI5P4K); Phosphatidylinositol 5-phosphate 4-kinase type-2 alpha (Homo sapiens), P48426; PI5P4Kalpha enzyme, ADP-Glo luminescence, 60 min; hits give low values; 1.2% of 330,000 active; max response, %; active = max response of -50% or lower; inconclusive = between -30% and -50%; inactive = -30% or higher; also: value at the top dose of about 77 µM; % is scaled to controls: 0 for no effect and ±100 for the full control effect
Target sequence (P48426 whole entry, looked up): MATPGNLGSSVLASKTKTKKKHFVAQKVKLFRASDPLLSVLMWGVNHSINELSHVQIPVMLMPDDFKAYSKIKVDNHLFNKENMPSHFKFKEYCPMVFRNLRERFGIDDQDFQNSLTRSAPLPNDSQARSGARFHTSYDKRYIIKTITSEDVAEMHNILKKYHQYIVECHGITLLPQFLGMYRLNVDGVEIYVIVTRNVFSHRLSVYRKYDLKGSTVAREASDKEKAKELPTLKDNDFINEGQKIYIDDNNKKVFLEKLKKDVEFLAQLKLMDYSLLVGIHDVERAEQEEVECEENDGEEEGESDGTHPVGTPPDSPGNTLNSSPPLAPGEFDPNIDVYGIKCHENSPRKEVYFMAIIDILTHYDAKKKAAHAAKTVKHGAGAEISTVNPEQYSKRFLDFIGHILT
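Luminescence from ADP-Glo served as readout of PI5P4Kalpha activity in a qHTS format. Reaction: enzyme, substrate, compound, ATP at 5 microM final, 60 min at RT.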
WRN inhibitor: qHTS for Inhibitors of WRN Helicase. Bifunctional 3'-5' exonuclease/ATP-dependent helicase WRN (Homo sapiens), Q14191. WRN helicase unwinding, fluorescent forked duplex, kinetic. Potency, µM (series often up to 114 µM), inactives show top-dose activity change, negative = inhibition, most hits filed as inhibitors. 0.46% of 360,000 active. AID 651768, 2012; also: potency is read from the fitted curve at half-maximal effect; % is scaled to controls: 0 for no effect and ±100 for the full control effect; nearly all actives have a fitted effect of over 55% in size
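WRN at 20 nM final preincubated with compound 15 min at room temperature; reaction started with 100 nM fluorophore/quencher forked duplex oligonucleotide and 2 mM ATP final. Unwinding followed kinetically by red fluorescence (ex 525, em 598 nm).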
EPAC1 agonist: qHTS for Agonist of cAMP-regulated guanine nucleotide exchange factor 3 (EPAC1): primary screen. Rap guanine nucleotide exchange factor 3 (Homo sapiens), O95398. EPAC1 agonist qHTS, biochemical assay; response scale: 100% = response to 6.5 mM cAMP. Potency, µM (titrated, usually from 154 µM), inactives show top-dose activation, most hits filed as activators. 0.073% of 360,000 active. AID 720707, 2013; also: potency is read from the fitted curve at half-maximal effect; nearly all actives have a fitted effect of over 60% in size
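EPAC1 100 nM, Rap1B–BODIPY-GDP 250 nM, unlabeled GDP 50 uM; compound titration; 5 min RT; kinetic read ex480/em540 at 5-min intervals ×30 min; data normalized to 6.5 mM cAMP agonist control.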
FUS yeast rescue: qHTS for Suppressors of FUS Proteinopathy: Primary screen using FUS-linked yeast assay | S. cerevisiae FUS-expressing, growth rescue, OD600, 24 h | Potency, µM (series often up to 76.6 µM), inactives show at the top dose growth rescue (activation), usual class: activators | 0.24% of 390,000 active | AID 1347120, 2019;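 also: potency is read from the fitted curve at half-maximal effect; plate controls were DMSO vehicle for no effect and reference control for full effect; nearly all actives have a fitted effect of over 55% in size; some results filed as inactive show a strong effect at the top dose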
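FUS-expressing yeast, raffinose-pregrown, induced in 2% galactose minimal medium at OD 0.005; compounds in a dilution series, 24hr at 30C. Growth restoration read as absorbance at 600 nm. CP55940 positive control, DMSO negative.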
EPAC1 antag: qHTS for Antagonist of cAMP-regulated guanine nucleotide exchange factor 3 (EPAC1): primary screen | Rap guanine nucleotide exchange factor 3 (Homo sapiens), O95398 | EPAC1 GEF assay, Rap1b-BODIPY-GDP exchange fluorescence | Potency, µM (doses to about 115 µM), inactives show at the highest dose activity change, negative = inhibition, most hits filed as inhibitors | 0.14% of 360,000 active;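 also: potency is read from the fitted curve at half-maximal effect; plate controls were vehicle for no effect and positive control for full effect; nearly all actives have a fitted effect of over 50% in size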
Abeta rescue: qHTS for compounds that reverse cellular toxicity of Amyloid beta (A-beta) peptide in yeast: Primary Screen. Potency, µM (series often up to 46.1 µM), without a hit: at the highest dose growth rescue, actives largely listed as activators. 0.063% of 410,000 active. yeast expressing A-beta42, growth rescue, OD600, 48 h; response scale: 0% DMSO, 100% iron-clioquinol control; also: potency is read from the fitted curve at half-maximal effect; nearly all actives have a fitted effect of over 55% in size
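Yeast A-beta toxicity model in growth medium with pinned compounds, 48 h at 30 C; growth read as absorbance at 600 nm. Normalized to FeCl3/clioquinol equimolar mix (positive) and DMSO (negative).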
IL-2 act: qHTS of IL-2 Activators. IL-2 activation reporter assay, cell-based qHTS; stimulated with anti-CD3/CD4/CD28 beads; in transgenic mouse T cells. activation, % (series mostly up to about 46 µM). 0.065% of 360,000 active; in the data active = activation above about 50%; inconclusive = mostly about 30% to 49%; also: 0% is about no effect
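Readout: EGFP and DsRed signals by fluorescent plate cytometry. Unstimulated transgenic mouse T cells received compound 60 min before antibody-bead stimulation, then incubated 18 h at 37 degrees C.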
PLK1 PBD block: qHTS for Inhibitors of PLK1-PDB (polo-like kinase 1 - polo-box domain): Primary Screen | Plk1 PBD binding of FITC phosphopeptide, fluorescence polarization | Potency, µM, for the others: max response, negative = inhibition, actives largely listed as inhibitors | AID 720504, 2013 | Serine/threonine-protein kinase PLK1 (Homo sapiens), P53350 | 2.8% of 360,000 active; also: potency is read from the fitted curve at half-maximal effect; series mostly up to about 57 µM; % is scaled to controls: 0 for no effect and ±100 for the full control effect; nearly all actives have a fitted effect of over 65% in size
Target sequence (P53350 whole entry, looked up, the tested form may be a part): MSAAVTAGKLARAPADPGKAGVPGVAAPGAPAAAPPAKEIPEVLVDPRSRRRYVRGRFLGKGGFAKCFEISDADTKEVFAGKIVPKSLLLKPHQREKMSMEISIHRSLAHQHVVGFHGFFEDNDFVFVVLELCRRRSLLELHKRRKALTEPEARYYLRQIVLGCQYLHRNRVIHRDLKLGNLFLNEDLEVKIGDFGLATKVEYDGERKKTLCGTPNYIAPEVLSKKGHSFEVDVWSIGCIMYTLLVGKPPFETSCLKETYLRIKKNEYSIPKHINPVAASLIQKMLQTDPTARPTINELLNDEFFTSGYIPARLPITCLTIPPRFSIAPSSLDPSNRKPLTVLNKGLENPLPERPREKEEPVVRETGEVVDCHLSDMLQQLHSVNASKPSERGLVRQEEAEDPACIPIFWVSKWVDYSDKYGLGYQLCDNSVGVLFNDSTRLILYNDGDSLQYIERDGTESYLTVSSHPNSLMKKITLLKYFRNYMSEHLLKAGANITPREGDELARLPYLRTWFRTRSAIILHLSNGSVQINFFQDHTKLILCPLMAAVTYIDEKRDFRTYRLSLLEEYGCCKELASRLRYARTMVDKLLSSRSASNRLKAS
aSyn yeast inh: qHTS of alpha-syn Inhibitors | Yeast expressing alpha-synuclein, growth rescue, BacTiter-Glo, 24 h | Potency, µM (doses to about 46.1 µM), for inactives: top-dose growth rescue (activation), most hits filed as activators | 0.14% of 370,000 active | AID 652106, 2013; also: potency is read from the fitted curve at half-maximal effect; % of control where 0% means no effect; nearly all actives have a fitted effect of over 65% in size
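Galactose-induced alpha-syn yeast (OD600=0.02, raffinose-pregrown) + pinned cpd, 24 hr, 30 deg C; growth by BacTiter-Glo luminescence. Growth restoration scores as activation.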
* marks the source's active call; other numbers are inactive results; ? = inconclusive; . = no result given; & = joins results of further samples; ! = not confirmed by another sample; [ ] = remark or other dose. Unless noted, calls follow the shape of the dose curve; as a rule, active = well fitted curve in the direction sought with a large enough effect; inconclusive = small, poorly fitted or top-dose-only effect, or another doubt; inactive = no such curve, though single readings can be large; an effect the other way counts as inactive or inconclusive.

SMILES | PI5P4Ka inh | WRN inhibitor | EPAC1 agonist | FUS yeast rescue | EPAC1 antag | Abeta rescue | IL-2 act | PLK1 PBD block | aSyn yeast inh
CCc1cccc(OCC(=O)Nc2c[nH]c(=O)[nH]c2=O)c1 | -6 | 3%[57.1 µM] | -2% | -24% | 8% | -9% | -0.3 | -3% | -6%
CC1(C(=O)Nc2c(F)c(F)c(F)c(F)c2F)CC1(Br)Br (stereo not drawn) | 3 | 6% | 3% | 0% | 7% | 16% | 1.3 | 3% | -1%
Cc1cc(=O)[nH]c(SCC(=O)O)c1C#N | -20 | -2% | 4% | -1% | -14% | 9% | 1.1 | -3% | 4%
CC(C)c1ccc(NC(=O)c2ccc(-c3ccnn3C)c3ccoc23)cc1 | 2 | -12% | 4% | ? | -19% | -1% | -0.7 | 9% | -7%
Cc1c(CCO)c(=O)n(C)n1C(=O)c1ccc(F)cc1 | -2 | 1% | 9% | 13% | -7% | 3% | -0.2 | -8% | -1%
COc1ccc(C(=O)NC2CCCc3c2cnn3-c2ccccc2F)cc1OC (stereo not drawn) | 9 | -3% | 4% | 27% | -9% | 1% | -5.3 | 1% | 6%
CC(=O)Nc1cccc(C(=O)Nc2cccc(S(=O)(=O)NCc3ccco3)c2)c1 | -5 | -4% | 13% | 9% | -12% | 7% | 0.6 | -10% | -2%
CN1/C(=C\C(=O)COC(=O)c2ccc([N+](=O)[O-])o2)C(C)(C)c2ccccc21 | -2 | 5% | -5% | 3% | -3% | -85%[inhibitor] | 0.1 | -8% | -39%[inhibitor]
Cc1ccccc1NC(=O)c1ccc2ccccc2c1 | 1 | -3% | -1% | 3% | -14% | 24% | 3.0 | -4% | -9%
O=C(NCCOc1cccc(Cl)c1Cl)c1cc(-n2cnnc2)ccc1Cl | . | -9% | 2% | 26% | -10% | -15% | -0.7 | -8% | 3%
CCCNC(=O)c1cc(C2CCCCN2C(=O)CCCc2ccccc2)on1 (stereo not drawn) | 13 | 9% | 1% | 6% | 3% | -11% | -0.1 | 4% | -5%
Clc1ccccc1-c1nc(-c2ccc(Br)o2)no1 | 21 | -3% | 10% | -20% | 14% | -27% | 0.3 | 2% | -14%
CCCN(CCC)S(=O)(=O)c1ccc(C(=O)Nc2nnc(-c3cccc(OC)c3)o2)cc1 | -24 | -17% | -1% | . | 7% | 0% | 0.4 | -6% | 2%
CCc1nnc(NC(=O)Cn2c(=O)oc3ccccc32)s1 | 0 | 2% | 12% | -6% | -5% | -4% | 0.5 | -5% | -4%
O=C(NCc1cn2ccccc2n1)c1ccc2c(c1)OCO2 | 0 | 4% | 2% | 10% | 1% | 21% | -1.8 | -3% | 0%
Cc1ccc(OCCC(=O)OCC(=O)c2c(N)n(C)c(=O)n(C)c2=O)cc1 | 0 | -10% | 0% | 21% | -21% | 1% | 0.0 | -10% | -1%
CC12CCC(C[N+](C)(C)C1)C2(C)C (stereo not drawn) | -8 | -7% | 17% | -32% | 3% | -4% | 0.0 | -17% | 3%
Cc1ccc(S(=O)(=O)N2CCN(CC(=O)N3CCOCC3)CC2)cc1 | -3 | 4% | -6% | 8% | 0% | 5% | -1.8 | 4% | 1%
CC(=O)c1ccc(-c2nc3ccccc3n2C)o1 | -16 | 8% | -3% | -2% | 10% | 7% | 0.6 | -7% | -2%&0%
COc1ccc2[nH]c(=O)c(C(c3nnnn3C(C)(C)C)N(Cc3ccco3)CC3CCCO3)cc2c1 (stereo not drawn) | . | -15% | 9% | 25% | 5% | 11% | 0.7 | -3% | 4%
CNc1ccc(C(=O)OCC(=O)NCc2ccc3c(c2)OCO3)cc1[N+](=O)[O-] | -7 | 0% | 5% | 20% | -11% | -1% | 0.7 | -16% | -1%
Cc1ccc(-c2ccc(CN3C(C)C(=O)N(Cc4cn(CC5CCCCC5)nn4)CCS3(=O)=O)cc2)cc1 (stereo not drawn) | 14 | -1% | -4% | 32% | -9% | 11% | -5.3 | 5% | ?
COc1ccc(S(=O)(=O)N(C)C[C@H]2Oc3c(cccc3N(C)C)C(=O)N([C@H](C)CO)C[C@@H]2C)cc1 | 6 | 11% | 7% | 27% | -3% | 1% | -0.2 | -7% | 2%
N#Cc1ccc(Nc2nc(NCc3ccccc3)nc3ccsc23)cc1 | -3 | -10% | -5% | 11% | 10% | -24% | 0.5 | 4% | -5%
C=CCSc1nnc(NC(=O)C2CC(=O)N(c3ccc4c(c3)OCCO4)C2)s1 (stereo not drawn) | 1 | -3% | -3% | ? | -9% | -8% | 0.9 | -25% | 0%
CCc1nc(CN2CCCC(C(=O)Nc3ccc(-c4cccc(OC)c4)cc3)C2)c(C)[nH]1 (stereo not drawn) | -5 | 11% | -4% | -6% | 13% | -5% | -1.3 | -1% | 0%
CC(NC(=O)C12CC3CC(CC(C3)C1)C2)c1ccc(F)cc1 (stereo not drawn) | 2 | -31% | 9% | 18% | -30% | -9% | -0.7 | -9% | 2%
CC/C(=N/N=C(\CC)c1ccccc1)c1ccccc1 | 1 | 4% | -6% | -8% | 4% | -1% | 0.0 | 5% | -18%
Cc1nn(-c2ccccc2)c(C)c1C(=O)OCC(=O)N1c2ccccc2NC(=O)C1(C)C | -11 | 0% | 10% | 35% | 4% | 9% | -0.6 | -4% | 15%
CCCn1c(N)c(C(=O)CSc2nc3ncc(Cl)cc3[nH]2)c(=O)[nH]c1=O | ? | -6% | -7% | -3% | -11% | -5% | -0.5 | -7% | 6%[1.84 µM]
COc1ccc(C2=NN(C(=O)CSc3nnc(C)c(=O)n3N)C(c3ccco3)C2)cc1 (stereo not drawn) | 1 | -4% | 3% | 13% | -2% | -12% | 6.4 | 0% | 2%
COc1ccc(/C(C)=N/Nc2nc3ccccc3n3cnnc23)cc1OC | -15 | -11% | 4% | 55% | -8% | -27% | -2.2 | -4% | -4%
CC1(CN2CCCC2)CCC(NC(=O)C(c2ccccc2)c2ccccc2)C(C)(C)O1 (stereo not drawn) | -12 | -7% | 0% | 13% | 8% | -11% | 0.1 | -3% | 1%
Cc1ccc(OCCc2csc(N)n2)cc1 | 3 | -6%[57.1 µM] | 5% | 17% | -22% | 25% | -0.7 | 3% | 5%
CS(=O)(=O)N(CCC#N)Cc1ccc(/C=C2\C(=O)Nc3ccccc32)o1 | 0 | -14% | 1% | 22% | 1% | 6% | -1.9 | -11% | 2%
Cc1ccc(S(=O)(=O)N(CC(=O)Nc2ccc(Cl)cc2)C(=O)N2CCN(C)CC2)cc1 | 11 | -1% | 0% | -6% | 18% | 9% | -1.0 | -3% | -9%
Cc1ccc(Cn2ccc(NC(=O)c3cc(C4CC4)on3)n2)cc1 | -2 | -12% | 3% | 30% | -13% | 7% | -0.9 | -5% | -7%
CCCCN(CCCC)S(=O)(=O)c1ccc(SCC(=O)OCC)c([N+](=O)[O-])c1 | . | -8% | 2% | 9% | -9% | 15% | 0.3 | ? | -9%
Cc1ccc(N2CCN(/N=C/c3ccccc3)CC2)cc1 | 0 | 4% | 1% | -13% | ? | 7% | -1.9 | -5% | 6%
N#Cc1ccc(N=c2ssnc2Cl)cc1 | -91* | 40µM*! | -6%&2% | -10%&20% | 0%&12% | -86%&-94%[inhibitor] | -3.0&-3.9 | 1.3µM* | -83%&-67%[inhibitor]

Looked up by compound from above (2):
SMILES | PI5P4Ka inh | WRN inhibitor | EPAC1 agonist | FUS yeast rescue | EPAC1 antag | Abeta rescue | IL-2 act | PLK1 PBD block | aSyn yeast inh
N#Cc1ccc(Nc2nc(NCc3ccccc3)nc3ccsc23)cc1 | -3 | -10% | -5% | 11% | 10% | -24% | 0.5 | 4% | -5%
Cc1ccc(Cn2ccc(NC(=O)c3cc(C4CC4)on3)n2)cc1 | -2 | -12% | 3% | 30% | -13% | 7% | -0.9 | -5% | -7%

(continued)
SMILES | PI5P4Ka inh | WRN inhibitor | EPAC1 agonist | FUS yeast rescue | EPAC1 antag | Abeta rescue | IL-2 act | PLK1 PBD block | aSyn yeast inh
CN1C(=O)CC(N2CCN(CCN=CC3=C(O)CC(C)(C)CC3=O)CC2)C1=O (stereo not drawn) | 3 | -3% | 5% | 6% | -1% | 0% | 1.6 | -18% | 8%
CC(C)(C)n1nc2c(c1NC(=O)Cc1ccc(Cl)cc1)CS(=O)(=O)C2 | 3 | -10% | 1% | . | -6% | 1% | -2.2 | 2% | 3%
Cc1nn(-c2ccccc2)nc1C(=O)NNC(=O)c1cccc2ccccc12 | 0 | -10% | 15% | -5% | -2% | 1% | 1.0 | 7% | 2%
CCOc1cc(OCC)cc(C(=O)N2CCC[C@H]2C(=O)N2CCC[C@H]2C(=O)N[C@@H](C)c2ccccc2)c1 | 2 | -4% | 1% | 21% | -1% | -5% | -0.3 | -3% | -6%
O=C(/C=C/c1cccc(F)c1)N1CCN(c2ncccn2)CC1 | -1 | -2% | -2% | 6% | -7% | 1% | 0.9 | -3% | 3%
NS(=O)(=O)c1ccc(N=Cc2c(O)c3ccccc3oc2=O)cc1 | -7 | -6%[57.1 µM] | -6% | -2% | -1% | -8% | 0.1 | -7% | 0%
Cc1cc(-c2ccccc2)nc(Oc2cccc(C(F)(F)F)c2)c1S(C)(=O)=O | 28 | -3% | -22% | 0% | -20% | -1% | 2.5 | -8% | 2%
CCn1nc(C)c(CN2CCC(n3nccc3NC(=O)c3ccc4c(c3)OCO4)CC2)c1C | 4 | -1% | -5% | -13% | 18% | 2% | 0.7 | 4% | 5%
